High-throughput results (PubChem BioAssay)
MBD2 inh = inhibitors of MBD2 binding to methylated DNA, primary screen, biochemical, TR-FRET, DNA-binding domain, human; Methyl-CpG-binding domain protein 2 (Homo sapiens), Q9UBB5; MBD2 binding to methylated oligonucleotide; inhibition, % at 4.4 µM; hit rate 0.31% among 370,000; AID 686964, 2013; in the data active means inhibition above about 13%
ASAP1 GAP inh = inhibitors of human ASAP1 ArfGAP activity, primary screen, biochemical, fluorescence polarization; ASAP1-stimulated ARF1 GTP hydrolysis, GDP FP detection; inhibition, % at 16.5 µM; hit rate 0.19% among 360,000; AID 624377, 2012; in the data active means inhibition above about 25%;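 further: 0% = vehicle with enzyme and substrate and 100% = no enzyme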
UHRF1 binding = UHRF1 methylated DNA binding inhibitors, primary screen, counter-screen for MBD2 inhibitor project, biochemical, TR-FRET, human UHRF1, single concentration; AID 687016, 2013; E3 ubiquitin-protein ligase UHRF1 (Homo sapiens), Q96T88; hit rate 0.75% among 370,000; inhibition, % at 4.4 µM; UHRF1 binding to methylated oligo; in the data active means inhibition above about 21%;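 further: UHRF1 SRA domain binding a hemimethylated CpG hairpin DNA probe; 0% = median of test compound wells and 100% = reference inhibitor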
ADAM17 inh = ADAM17 inhibitors, primary screen, biochemical, QFRET; Disintegrin and metalloproteinase domain-containing protein 17 (Homo sapiens), P78536; recombinant ADAM17, EDANS/DABCYL FRET peptide cleavage; inhibition, % at 6.95 µM; hit rate 0.83% among 370,000; AID 720648, 2013;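 active means inhibition above the mean of compounds lying between control limits plus 3 SD, set per campaign, cut at about 8.5% in these data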;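 further: 0% = DMSO-only wells as the low control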
KLK7 zymogen act = proKLK7 zymogen activators, primary screen, biochemical, fluorescence intensity; activation, % at 7 µM; purified proKLK7, EDANS-DABCYL substrate fluorescence; 100% is mature enzyme control, 0% vehicle; hit rate 0.9% among 370,000; Kallikrein-7 (Homo sapiens), P49862;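 active means activation above the mean of all tested compounds plus 3 SD, computed per campaign excluding outliers beyond control limits, cut at about 13% in these data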
ARFGAP1 inhibitor = inhibitors of rat ARFGAP1 GAP activity, primary screen, biochemical, fluorescence polarization, GDP tracer | ADP-ribosylation factor GTPase-activating protein 1 (Rattus norvegicus), Q62848 | Arfgap1-stimulated ARF1 GTP hydrolysis, GDP FP detection | inhibition, % at 16.5 µM | hit rate 0.26% among 360,000 | AID 651572, 2012;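 active means inhibition above a per-plate limit, mean inhibition of low control wells plus 3 SD, cut at about 25% in these data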;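 further: 0% = DMSO wells with enzyme and 100% = wells lacking Arfgap1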
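Material – truncated rat Arfgap1 GAP domain · Buffer or medium – HEPES-based buffer, pH 7.5 · Reagent – human ARF1(Δ1-17)-GTP substrate · Dosing – 16.5 µM single point, 1.26% DMSO · Schedule – GTP hydrolysis reaction 2 h at 25 °C · Technique – GDP detection by fluorescence polarization · Benchmarks – No-Arfgap1 wells (100%) versus DMSO full-reaction wells (0%) · Repeats – single replicate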
DDE Tn7 FP inh = inhibitors of Tn7 peptide binding to fibrin DD(E), primary screen, biochemical, fluorescence polarization, human fibrin, Tn7 probe; hit rate 0.13% among 370,000; Fibrinogen beta chain (Homo sapiens), P02675; inhibition, % at 8.3 µM; AID 720508, 2013; FP displacement of FITC-Tn7 peptide from fibrin DD(E); 0% = median of compound wells per plate;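 active means inhibition above the mean of compounds falling within the control limits plus 3 SD of them, cut at about 14% in these data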;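 further: 0% = plate median of compound wells and 100% = 10 µM Aha-Tn7 peptide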
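Assay system: Human clot-derived fibrin DD(E) complex | Buffer or medium: Tris/NaCl/CaCl2 buffer, pH 7.8 | Repeats: One replicate per compound | Benchmarks: Aha-Tn7 high control | Measure: % inhibition scaled between sample-field median and high-control FP | Schedule: 10 min plus 3 h, room temperature | Signal: Fluorescence polarization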
PLC-beta3 inh = human PLC-beta3 inhibitors, primary screen, biochemical, fluorescence | 1-phosphatidylinositol 4,5-bisphosphate phosphodiesterase beta-3 (Homo sapiens), Q01970 | Purified PLC-beta3, fluorogenic substrate | inhibition, % at 12.2 µM | hit rate 0.18% among 370,000 | AID 720704, 2013; in the data active means inhibition above about 11%;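 further: 0% = median of compound wells on plate and 100% = full blocker control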
Target sequence (Q01970 whole entry, looked up): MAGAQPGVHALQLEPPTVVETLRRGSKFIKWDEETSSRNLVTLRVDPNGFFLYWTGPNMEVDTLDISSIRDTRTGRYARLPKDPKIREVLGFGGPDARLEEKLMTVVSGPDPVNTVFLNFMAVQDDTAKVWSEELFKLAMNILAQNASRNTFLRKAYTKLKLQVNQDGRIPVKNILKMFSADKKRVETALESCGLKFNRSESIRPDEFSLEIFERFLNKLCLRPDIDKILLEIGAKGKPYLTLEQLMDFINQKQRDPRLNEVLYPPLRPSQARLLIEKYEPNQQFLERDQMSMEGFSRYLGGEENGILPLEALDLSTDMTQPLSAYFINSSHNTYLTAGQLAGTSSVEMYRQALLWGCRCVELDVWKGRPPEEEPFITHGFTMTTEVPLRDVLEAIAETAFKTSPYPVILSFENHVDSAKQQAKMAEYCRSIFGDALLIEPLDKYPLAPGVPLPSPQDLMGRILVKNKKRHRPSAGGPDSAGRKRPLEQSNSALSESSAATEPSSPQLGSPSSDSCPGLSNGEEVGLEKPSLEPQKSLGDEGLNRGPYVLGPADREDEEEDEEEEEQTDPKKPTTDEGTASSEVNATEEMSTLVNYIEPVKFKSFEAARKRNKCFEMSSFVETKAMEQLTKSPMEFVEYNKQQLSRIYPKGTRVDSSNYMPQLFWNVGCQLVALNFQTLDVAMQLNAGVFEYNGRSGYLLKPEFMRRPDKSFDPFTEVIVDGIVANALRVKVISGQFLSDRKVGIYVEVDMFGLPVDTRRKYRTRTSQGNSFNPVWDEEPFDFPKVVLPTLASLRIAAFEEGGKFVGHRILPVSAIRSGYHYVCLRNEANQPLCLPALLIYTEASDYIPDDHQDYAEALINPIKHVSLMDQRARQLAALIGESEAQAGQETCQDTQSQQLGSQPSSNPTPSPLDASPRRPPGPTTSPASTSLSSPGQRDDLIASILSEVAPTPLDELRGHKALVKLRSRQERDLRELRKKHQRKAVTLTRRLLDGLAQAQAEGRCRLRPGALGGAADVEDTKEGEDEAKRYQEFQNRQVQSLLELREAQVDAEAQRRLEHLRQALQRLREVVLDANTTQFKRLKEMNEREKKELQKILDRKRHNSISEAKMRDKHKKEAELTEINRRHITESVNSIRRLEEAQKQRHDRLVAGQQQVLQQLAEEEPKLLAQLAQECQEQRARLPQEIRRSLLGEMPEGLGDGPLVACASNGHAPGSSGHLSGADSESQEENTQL
DDE Tn6 FP inh = inhibitors of Tn6 peptide binding to fibrin DD(E), primary screen, biochemical, fluorescence polarization, human fibrin, Tn6 probe | Fibrinogen beta chain (Homo sapiens), P02675 | Fibrin DD(E) TRITC-Tn6 fluorescence polarization displacement | inhibition, % at 8.3 µM | hit rate 0.21% among 370,000 | AID 720509, 2013;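 active means inhibition above a per-campaign cutoff: mean of compounds within control limits plus 3 SD, cut at about 15% in these data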;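 further: 0% = median of all compound wells on the plate and 100% = blocking peptide control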
PLCg1 inh = PLC-gamma1 enzyme inhibitors, primary screen, biochemical, fluorescence, purified enzyme. AID 720700, 2013. fluorogenic substrate. inhibition, % at 12.2 µM. 1-phosphatidylinositol 4,5-bisphosphate phosphodiesterase gamma-1 (Homo sapiens), P19174. hit rate 0.84% among 370,000; in the data active means inhibition above about 9.5%
* marks the source's active call; other numbers are inactive results; i = inactive; · = not tested or not shown; & = joins results of further samples.

SMILES | MBD2 inh | ASAP1 GAP inh | UHRF1 binding | ADAM17 inh | KLK7 zymogen act | ARFGAP1 inhibitor | DDE Tn7 FP inh | PLC-beta3 inh | DDE Tn6 FP inh | PLCg1 inh
O=c1[nH]c(Cc2ccccc2)nc2ccccc12 | 4 | 11 | 4 | -2 | 0.0 | 1 | 3 | 1 | -5 | 0
C[C@@]12C(=O)Nc3cc(F)ccc3C(=O)N1[C@H]1c3cc(Br)ccc3OC[C@@H]1[C@@H]2c1ccccc1 | 1 | 2 | 1 | 5 | -0.5 | -4 | -1 | 4 | -11 | 3
CC1=CC2=NC(=O)/C(=C\c3cccn3CCOc3ccccc3C)C(=N)N2O1 | -6 | -4 | -2 | 8 | -2.9 | 6 | -4 | 4 | -1 | 2
CCn1c(C)cc(/C=C2/SC(=S)N(CC(=O)O)C2=O)c1C | -22 | 13 | -35 | 0 | 0.4 | 1 | -3 | -37 | -4 | -27
COc1ccc(C(c2c(C)[nH]n(-c3ccccc3)c2=O)c2c(C)[nH]n(-c3ccccc3)c2=O)cc1OC | 16* | -3 | 21 | 2 | 0.3 | -1 | 8 | 8 | 5 | 25*
Cc1ccc(C)c(NC(=O)CCc2ccc(S(=O)(=O)NC3CCCCC3)cc2)c1 | 1 | -14 | -1 | 1 | 0.7 | 8 | -5 | 3 | 2 | 8
NC(N)=Nc1nc2ccccc2o1 | 6 | -8 | 7 | -7 | 0.2 | 7 | 3 | -4 | -9 | 7
Cn1c(=O)c2c(nc(NCC3CCCO3)n2Cc2cccc(Br)c2)n(C)c1=O (configuration not stated) | 2 | 8 | -3 | 0 | 0.4 | -13 | -2 | 1 | -2 | -3
CSc1sc(-c2ccnc(SCC(=O)C(C)(C)C)n2)c2c1C(=O)CC(C)(C)C2 | -1 | 3 | 2 | -5 | -0.6 | 4 | 1 | -22 | -9 | -8
O=C(c1ccc(Cl)c(S(=O)(=O)N2CCCCC2)c1)N1CCN(Cc2ccccc2)CC1 | 5 | -7 | 3 | 0 | 0.3 | -7 | 7 | -6 | 3 | 2
Cc1ccc(C(=O)Nc2cccc(C(F)(F)F)c2)cc1Nc1cncnc1 | 7&-6 | 14&-4 | -1&-3 | 1&1 | 0.5&0.6 | 3&5 | 1&-4 | -1&-4 | 3&6 | 0&-3
CCCCOc1ccccc1C1CC(=O)NC2=C1C(=O)CCC2 (configuration not stated) | 1 | 9 | -4 | -2 | 0.4 | 10 | 5 | 1 | -1 | 2
COc1ccc(/C=C2\SC(=O)N=C2N)cc1OC | -10 | -1 | -8 | -2 | -0.3 | 13 | 2 | -9 | -3 | -9
CCNC(=S)Nc1ccc(Cl)c(C(F)(F)F)c1 | 3 | 13 | -1 | 2 | -0.2 | -4 | 1 | 4 | 1 | 2
CCOc1ccc(CCNC(=O)COC(=O)c2cccc(OC)c2O)cc1OCC | -2 | 0 | -4 | 0 | 0.7 | 21 | 0 | -2 | 4 | -1
COc1ccc(OC)c(Nc2ncnc3ccc(Br)cc23)c1 | -1 | -5 | 3 | 1 | 1.1 | 5 | 2 | -29 | 3 | -27
C=CCNc1nc(N)c([N+](=O)[O-])c(N2CCCCCC2)n1 | -2 | 0 | -2 | 0 | -0.3 | -10 | 0 | -1 | 3 | 6
CCOC(=O)Cn1ncc(-c2ccccc2)c1N | 1 | -1 | 2 | -4 | 0.0 | 14 | 0 | -6 | 4 | -3
OC(COc1ccccc1)CN1CCN(c2ccccc2)CC1 (configuration not stated) | 0 | 8 | 1 | -1 | -0.2 | -8 | -7 | -2 | -5 | 1
CC(=O)c1cc2c(cc1NC(=O)C1CC1)OCO2 | 1 | 10 | 0 | -11 | 1.3 | 10 | -2 | -77 | 2 | -63
CCCOc1nc(N)c(C#N)c(-c2ccccc2F)c1C#N | 0 | 5 | 13 | 2 | -0.8 | 6 | 5 | -18 | -1 | -17
COC(=O)C1CCC(=O)N1C(c1ccc(OC)cc1)c1cc(OC)c(OC)c(OC)c1 (configuration not stated) | -1 | -4 | 0 | -4 | 0.1 | -9 | 1 | 5 | -8 | 0
O=C(CSc1ncnc2nc[nH]c12)N1CCOCC1 | 4 | -3 | 0 | 0 | -0.2 | 7 | -7 | 4 | 0 | 2
COc1ccc(-c2cc3ccc(OC)cc3cn2)cc1 | 3 | 2 | -1 | -13 | -0.5 | -5 | 6 | -23 | -4 | -16
CCOC(=O)Nc1cccc(NC(=O)c2ccccc2F)c1 | -1 | 0 | 1 | -2 | 0.0 | 9 | -3 | -2 | 1 | -1
Other structures:
SMILES | MBD2 inh | ASAP1 GAP inh | UHRF1 binding | ADAM17 inh | KLK7 zymogen act | ARFGAP1 inhibitor | DDE Tn7 FP inh | PLC-beta3 inh | DDE Tn6 FP inh | PLCg1 inh
CC(=O)N1c2ccc(S(=O)(=O)N3CCCCC3)cc2CC1C(=O)Nc1cccc(C)c1 (configuration not stated) | -2 | -12 | -1 | 0 | -0.5 | -2 | 1 | -7 | 2 | 1
CC(C)N(C(=O)N1CCN(c2ccnc3cc(Cl)ccc23)CC1)C(C)C | -4 | -12 | 1 | -4 | 0.4 | 1 | 3 | -13 | 0 | -7
CC(C)(C)NC(=O)C(=O)N/N=C/c1ccc(F)cc1 | -4 | 4 | -2 | -1 | 0.4 | -10 | 1 | 2 | -6 | -2
COc1ccc(CCNC(=O)/C(C#N)=C2\N=C(NC(=O)c3cccs3)c3ccccc32)cc1 | -10 | -12 | -3 | 0 | 0.1 | 8 | 4 | 0 | -4 | -1
Cc1ccc(NC(=O)CSc2nnc3ccccn23)cc1S(=O)(=O)N1CCOCC1 | 2 | -6 | 2 | -2 | -0.6 | -2 | -5 | -7 | 0 | -55
CCOC(=O)n1n[n+]([O-])c2ccccc21 | 2 | 20 | 15 | 1 | 0.3 | -2 | -5 | 2 | 5 | 2
CCOC(=O)N1CCN(Cc2nc(-c3ccccc3)no2)CC1 | -2 | -1 | -1 | -3 | -0.5 | 3 | -1 | -2 | -3 | -2
Cc1cc(/C=N/NC(=O)CC#N)c(C)n1-c1ccc([N+](=O)[O-])cc1 | 3 | -6 | -2 | -1 | 0.1 | 4 | 3 | -6 | 2 | -2
Cn1c(-c2ccco2)nc2cc3ccccc3cc21 | -3 | 7 | -4 | i | 11 | 12 | 1 | i | -5 | i
CC(C)(C)c1cc(N)on1 | 7 | 9 | 2 | -2 | -0.4 | 7 | -8 | 2 | -6 | 4
COC(=O)c1cc(C(=O)OCC(=O)NCc2cccs2)cc([N+](=O)[O-])c1 | 0 | 6 | -2 | -5 | -0.2 | 3 | 4 | 3 | -3 | 2
COC(=O)[C@]12C[C@H](CC(=O)N3CCSCC3)C(=O)N(Cc3ccccc3)C1=C[C@H](COCc1ccccc1)O[C@@H]2C | 2 | · | 1 | -5 | 0.7 | · | 5 | 0 | 3 | -1
CC(C)(C)NC(=O)CN1CCC(NC(=O)C23CC4CC(CC(C4)C2)C3)CC1 | 5 | -4 | -3 | 2 | -0.3 | 4 | -3 | 0 | -5 | 2
CC(=O)N(C(C)=O)N1C(=O)C2C3c4ccccc4C(c4ccccc43)C2C1=O (configuration not stated) | 4 | -10 | 6 | 6 | -0.5 | -8 | 1 | 12* | -1 | 13*
Cc1cccc(OCC(=O)NNC(=O)c2cccs2)c1 | -3 | -4 | 0 | 1 | -0.1 | -6 | -2 | 3 | 0 | 4
COc1ccc(C(=O)CSc2cc(C)nc(SCC(=O)c3ccc(C)cc3)n2)cc1 | -5 | -3 | -1 | -10 | -0.3 | -6 | 2 | 2 | -4 | -1
O=C(CCS(=O)(=O)c1ccccc1)Nc1nc(-c2ccccn2)cs1 | 0 | 3 | -3 | 0 | -0.1 | -3 | 1 | 0 | 3 | -2
O=C(NCc1ccco1)c1cc(C(=O)C2CCCCC2)c[nH]1 | 3 | -6 | 1 | 0 | -0.9 | -2 | -8 | 3 | 1 | 5
O=[N+]([O-])c1ccc(NN=Cc2cccc3ccccc23)nc1 | -2 | 3 | -1 | -3 | -0.2 | -13 | 1 | -20 | 3 | -12
Cc1cc(C(=O)CN2C(=O)c3ccccc3C2=O)c(C)n1C1CC1 | -6 | 13 | 4 | -5 | -0.3 | 9 | -2 | -1 | -2 | 1
Oc1ccc(/C=N/N2CCN(C3c4ccccc4-c4ccccc43)CC2)cc1 | 6 | 23 | 2 | -1 | 0.0 | 4 | 0 | -9 | -3 | 2
CC(=O)N(C(C)=O)c1cccc(N(Cc2ccccc2)Cc2ccccc2)c1 | 2 | -7 | 1 | 8 | 0.7 | -5 | 5 | 3 | -3 | 2
Cc1ccc2cccc(OCc3ccc(Br)cc3)c2n1 | -1 | -4 | 5 | -3 | -1.6 | 7 | 1 | -53 | -5 | -27
CC(C)n1c(SCC(=O)c2ccc3c(c2)OCCO3)nc2c1c(=O)n(C)c(=O)n2C | 4 | 2 | 1 | -5 | -0.2 | -2 | 12 | -2 | -4 | -1
CCCCC(=O)Nc1ccc(NC(=O)c2ccc([N+](=O)[O-])cc2)cc1OC | 0 | 6 | 5 | -3 | -1.0 | -6 | 6 | 2 | -2 | -1
CCCCN(C(=O)C1CCCC1)c1c(N)n(CC(C)C)c(=O)[nH]c1=O | 2 | -1 | -1 | -2 | -0.3 | -15 | 3 | -8 | 5 | -3
O=C(C1=C[C@H](C2CC2)C[C@H](OCCCCO)O1)N1CCN(Cc2ccc3c(c2)OCO3)CC1 | -4 | -3 | 4 | -1 | 0.1 | 2 | -2 | 1 | -4 | -1
COc1cc(NC(=O)CSc2nnc(C)s2)cc(OC)c1 | 6 | 8 | -14 | -1 | -1.3 | 0 | 2 | 4 | 1 | 4
CCCCCC1CC(=O)N(Cc2ccccc2)C(=O)N1 (configuration not stated) | 1 | -3 | -1 | -7 | -0.7 | 0 | 3 | 0 | 2 | -1
